AI-2 QS modul – Vibrio harveyi AI-2 quorum sensing modulators, primary screen, JMH597 strain, luminescence/OD600 ratio; Vibrio harveyi JMH597 AI-2 luminescence/OD600 ratio, 9 h; stronger effect = lower value; strain lacks LuxN and CqsS sensors; 0 = neutral-control median; activity change, % at 7.5 µM; 300,000 compounds, 0.4% hits; in the data active means activity change below about -75%, passing the limit was not always enough; inconclusive means no clear call, values can overlap the other calls;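 further: luminescence divided by OD600 gain over 9 h not by final OD600 alone; inactives centre near 13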
aSyn 5UTR inh – MLPCN primary screen, SNCA 5' untranslated region; AID 1813, 2009; alpha-synuclein 5'UTR reporter, inhibitor activity; 300,000 compounds, 0.82% hits; inhibition, % (tested at 7.5 µM); in the data active means inhibition above about 60%; inconclusive means no clear call, values can overlap the other calls;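 further: H4 neuroglioblastoma cells stably carrying SNCA 5'UTR luciferase fusion; 0% = DMSO wells and 100% = positive control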
SKKanGAS inh – S. pyogenes SKKanGAS growth inhibitors in kanamycin, primary screen, streptokinase expression inhibitor project, SKKanGAS strain, BacTiter-Glo luminescence; 6 h; inhibition, % at 7.5 µM; 300,000 compounds, 1.3% hits;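 active means mean replicate score, as percent of positive control median, at least 50; inconclusive means mean below 50 but one replicate at or above 50; inactive means mean and every replicate below 50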;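 further: strain carries kanamycin resistance gene driven by streptokinase promoter and grows in 40 µg/ml kanamycin; loss of luminescence reflects streptokinase promoter inhibition or plain growth inhibition; 0% = median of DMSO wells and 100% = positive control at its reference dose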
IEC-6 cytotox – cytotoxicity in IEC-6 intestinal epithelial cells, primary screen, cytotoxicity control for KLF5 inhibitor project, cell-based, luminescence | inhibition, % at 5 µM | IEC-6 cytotoxicity, luminescence viability | AID 1825, 2009 | 290,000 compounds, 0.78% hits; in the data active means inhibition above about 22%;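 further: 0% = plate median of test compound wells and 100% = cytotoxic reference compound wells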
HIF activator – HIF pathway transcriptional activators, primary screen, cell-based, U2OS HRE-luciferase, luminescence. U2OS HRE-luciferase reporter; normalized: DMSO 0%, desferrioxamine 100%. 300,000 compounds, 0.32% hits. activation, % at 7.5 µM (by protocol);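 active means mean activation of at least 10% of the iron chelator positive control signal, with at least half of replicates also reaching 10%; inconclusive means mean and replicate majority disagree about reaching 10%; inactive means mean and most replicates under 10%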
HSP90 refold inh – HSP90 inhibitors, primary screen, cell lysate, luminescence; 290,000 compounds, 0.91% hits; Rabbit reticulocyte lysate, luciferase refolding luminescence, 3 h; Heat shock protein HSP 90 (rabbit reticulocyte lysate; luciferase refolding); inhibition, % at 5.6 µM;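 active means inhibition above the screen-wide mean plus 3 SD, computed separately per campaign, cut at about 16% in these data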;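 further: 0% = DMSO wells and 100% = 60 µM geldanamycin wells; inhibitors lower the luminescence because luciferase stays unfolded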
KLF5 inhibitor – KLF5 expression inhibitors, primary screen, DLD-1 cells, luminescence; DLD-1 KLF5 promoter-luciferase reporter; 290,000 compounds, 0.23% hits; AID 1700, 2009; inhibition, % at 5 µM;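 active means inhibition above a per-plate limit of that plate's mean compound inhibition plus 3 SD, cut at about 60% in these data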;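 further: 0% = DMSO wells and 100% = LY294002 at 200 µM; higher means less KLF5 promoter-driven luciferase light; inactives centre near -14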
Platelet DG rel – inhibitors of platelet dense granule secretion, primary screen, cell-based, MLPCN, human platelets; AID 1663, 2009; human platelet-rich plasma, SFLLRN dense granule ATP release, luminescence; 300,000 compounds, 0.22% hits; inhibition, %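 (compounds screened at 7.5 µM in platelet-rich plasma)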;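 active means mean replicate score, as percent of positive control, at or above 50; inconclusive means mean below 50 but at least one replicate at or above 50; inactive means mean and every replicate below 50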
HSF1 activator – HSF-1 activators, primary screen, NIH3T3-HGL cells, MG132 stress, luminescence, single point; activation, % at 9 µM; AID 504408, 2011; NIH3T3-HGL HSF-1 luciferase reporter, 8 h; 100% = twice DMSO control signal; 300,000 compounds, 1.7% hits;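 active means mean replicate activation of at least 50% with a set share of replicates each reaching 50%; inconclusive means only one of those two conditions met; inactive means mean below 50% and too few replicates reaching it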;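 further: 0% = median of the neutral control wells and 100% = twice that signal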
HSF1 inh – HSF1 inhibitors in luciferase reporter cells, primary screen, cell-based, NIH3T3, luminescence | 300,000 compounds, 0.77% hits | activity change, negative = inhibition, % at 7.5 µM (by protocol) | AID 2098, 2009 | NIH3T3-HGL HSE-luciferase, MG132-induced, luminescence 8 h; stronger effect = lower value;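 active means more than half of replicate wells show activity change below -50%, luminescence cut by over half; inconclusive means some wells, but at most half, below -50%; inactive means no replicate well below -50%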;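 further: luciferase reports HSF-1 transcriptional activity via heat shock element; 0% = median of DMSO wells and -100% = zero luminescence signal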
The depositor's hits bear a star; ? = inconclusive; . = not tested or not shown. The order is random (roughly 6% active in at least one column).

The opening 4 entries, ahead of the listing:
SMILES	AI-2 QS modul	aSyn 5UTR inh	SKKanGAS inh	IEC-6 cytotox	HIF activator	HSP90 refold inh	KLF5 inhibitor	Platelet DG rel	HSF1 activator	HSF1 inh
N#CC1(c2ccc(NC(=O)c3ccccc3)cc2)CCCC1	21	-89	-1	0	2.1	-3	-171	10	40	36
COC(=O)[C@]1(Cc2ccccc2)N[C@H](c2ccc(-c3cccc(Cl)c3)cc2)[C@@H]2C(=O)N(C)C(=O)[C@@H]21	32	36	21	.	-0.9	.	.	1	27	9
COc1ccc2[nH]c(=O)c(CN(CC3CCCO3)C(=O)Nc3ccc(F)cc3)cc2c1 (stereo unspecified)	9	17	-2	0	-0.6	3	12	1	11	6
O=c1oc2c(-c3cccc(F)c3)cc(O)cc2s1	1	-79	-13	-9	-0.1	-2	0	1	6	-2

The whole of this part, previewed entries included:
SMILES	AI-2 QS modul	aSyn 5UTR inh	SKKanGAS inh	IEC-6 cytotox	HIF activator	HSP90 refold inh	KLF5 inhibitor	Platelet DG rel	HSF1 activator	HSF1 inh
N#CC1(c2ccc(NC(=O)c3ccccc3)cc2)CCCC1	21	-89	-1	0	2.1	-3	-171	10	40	36
COC(=O)[C@]1(Cc2ccccc2)N[C@H](c2ccc(-c3cccc(Cl)c3)cc2)[C@@H]2C(=O)N(C)C(=O)[C@@H]21	32	36	21	.	-0.9	.	.	1	27	9
COc1ccc2[nH]c(=O)c(CN(CC3CCCO3)C(=O)Nc3ccc(F)cc3)cc2c1 (stereo unspecified)	9	17	-2	0	-0.6	3	12	1	11	6
O=c1oc2c(-c3cccc(F)c3)cc(O)cc2s1	1	-79	-13	-9	-0.1	-2	0	1	6	-2
O=C(N/N=C/c1ccc(O)cc1)NC12CC3CC(CC(C3)C1)C2	16	11	2	-6	-4.9	-3	-61	-1	-1	-4
O=C(Cn1c(=O)n(CC2CCCO2)c(=O)c2ccccc21)N1CCN(c2ccccc2)CC1 (stereo unspecified)	-8	21	-10	-2	-0.4	-2	-21	0	23	-2
Cc1cccc(Cc2nnc(CCC(=O)N3CCCCC3c3nccs3)o2)c1 (stereo unspecified)	-2	-11	-12	4	0.3	-2	-28	3	29	15
Cc1cccc2c1cnn2C(=O)CCC(=O)NCC(C)c1ccccc1 (stereo unspecified)	-9	-15	5	-3	-0.4	-1	-5	-7	-1	-1
O=C(NC1CCCCC1)C(c1ccccc1)N(Cc1cccnc1)C(=O)c1csnn1 (stereo unspecified)	.	-27	-1	6	-0.5	0	-1	-3	12	-1
CCc1nc(SCc2ccc(OC)cc2)n[nH]1	16	-82	0	2	3.3	-4	-38	5	-2	0
Cc1cccc(-n2nc(C)c3c(C(=O)O)cc(-c4cccs4)nc32)c1	35	-2	9	-6	-0.1	-2	-17	-8	10	-1
Cc1ccccc1NC(=O)Nc1c(C)n(C)n(-c2ccccc2)c1=O	29	0	1	-2	-0.2	0	-19	21	-4	-6
Cc1ccc(NC(=O)COc2ccc(C3SCCS3)cc2)cc1	5	-69	-8	-4	-0.6	4	-15	-38	7	-4
Cc1ccc(OCC(=O)NNC(=O)C2CCN(c3nccc(C)n3)CC2)cc1	24	0	-14	1	0.5	0	20	-13	1	-1
Cc1ccc2cccc(NC(=O)C(F)(F)F)c2n1	3	-13	-5	-4	-0.5	1	-24	3	215*	143
CC(/C=N/n1c(-c2ccccn2)n[nH]c1=S)=C\c1ccccc1	25	-3	3	-4	-1.0	1	21	-10	4	-13
CSc1ccc(/C=C2\CCn3c2nc2cc(C(=O)O)ccc2c3=O)cc1	-2	-1	52*	-12	-1.8	7	7	19	3	-7
NS(=O)(=O)c1cc(C(=O)NCC2CCCCC2)ccc1Cl	30	-8	0	5	0.1	3	4	14	14	1
COCCCN1C(=O)C(=O)/C(=C(/O)c2ccc(OC)cc2)C12C(=O)N(C)c1ccccc12 (stereo unspecified)	18	7	0	3	-0.2	6	-28	0	8	-7
CC(=O)N1CCN(S(=O)(=O)c2ccc(S(=O)(=O)NC3CC3)cc2)CC1	16	34	-3	1	-0.1	2	-21	-1	-8	-15
COc1ccccc1-c1ocnc1C(=O)N1CCN(C(=O)C(c2ccccc2)c2ccccc2)CC1	46	3	1	-10	-27	0	6	-7	-1	-7
COCCN=C1NN=C(c2cc(C)n(CC3CCCO3)c2C)CS1 (stereo unspecified)	3	-27	10	0	-0.4	2	-20	9	-10	-14
Cc1ccc(S(=O)(=O)N(C)C)cc1NC(=O)COC(=O)Cc1ccsc1	-19	8	-13	.	-0.5	.	.	10	-6	7
CCOC(=O)c1sc(N(Cc2ccccc2)C(=O)CSc2nnc(C3CC3)n2N)nc1C	-1	-28	3	-4	1.0	-3	1	0	22	23
CCSc1nnc(NC(=O)c2ccc(C)cc2)s1	29	-18	-1	2	0.8	9	-116	-3	34	16
CCc1nc(OCc2ccccc2)c2sc3nc4c(cc3c2n1)COC(C)(C)C4	33	-9	4	0	-0.2	0	-40	4	9	-10
CCOc1ccc(NC2OC(CO)C(O)C(O)C2O)c([N+](=O)[O-])c1 (stereo unspecified)	0	21	-7	4	-0.6	4	14	-5	-1	2
CC1(C)Cc2ccccc2-c2nnc(-c3ccccn3)n21	11	-7	0	-4	-0.4	0	21	0	1	0
Cc1ccccc1N1CC(c2nc3ccccc3[nH]2)CC1=O (stereo unspecified)	9	-10	.	-2	0.3	-5	-18	1	.	.
CC(C)(C)c1ccc(C2(C)NC(=O)NC2=O)cc1 (stereo unspecified)	9	5	15	-8	-0.1	-1	-7	3	1	-4
O=C1CC(c2cccc([N+](=O)[O-])c2)c2ccc3ccccc3c2N1 (stereo unspecified)	19	32	5	3	-4.7	4	1	1	18	0
CCCCN1C(=O)C(=O)N(CC(=O)Nc2cc(S(=O)(=O)N(C)C)ccc2C)C1=O	9	-4	-3	.	-0.8	.	.	4	12	-7
O=C(C1=C[C@@H](c2csc3ccccc23)C[C@@H](OCCCCO)O1)N1CCN(Cc2ccc3c(c2)OCO3)CC1	-4	18	30	-2	-2.9	13	-1	-12	12	-4
O=C(CC1NCCc2ccccc21)Nc1ccccc1Cl (stereo unspecified)	25	-56	-1	2	0.0	-1	-37	5	7	-1
COc1ccc(NC(=O)CCCc2ccccc2)c(OC)c1	30	-40	-1	-1	0.8	1	-40	-2	0	5
CC(=O)N1c2ccc(S(=O)(=O)NCCc3ccccc3)cc2CC1C (stereo unspecified)	5	12	3	5	18*	-4	-2	1	14	4
CN(C)S(=O)(=O)c1cccc(NC(=O)C2Cc3ccccc3CN2C(=O)c2ccccc2)c1 (stereo unspecified)	12	2	2	-2	0.8	-6	20	-4	-2	1
COC(=O)C1=C(O)/C(=C\c2ccc(OCC(=O)Nc3ccccc3)cc2)N=C1C	19	-34	-4	0	0.1	-6	-9	-12	2	1
Cc1cc(OCC(=O)NCCc2c[nH]c3ccccc23)c2c(C)cc(=O)oc2c1	20	14	9	5	0.1	2	7	3	2	-2
COc1ccc(NC(=O)c2sccc2SCC#N)cc1	2	-77	1	2	1.4	2	-16	-3	13	1

One compound at a time, from the list above. Values in the order: AI-2 QS modul | aSyn 5UTR inh | SKKanGAS inh | IEC-6 cytotox | HIF activator | HSP90 refold inh | KLF5 inhibitor | Platelet DG rel | HSF1 activator | HSF1 inh
COC(=O)C1=C(O)/C(=C\c2ccc(OCC(=O)Nc3ccccc3)cc2)N=C1C is listed as 19 | -34 | -4 | 0 | 0.1 | -6 | -9 | -12 | 2 | 1
COc1ccc(NC(=O)c2sccc2SCC#N)cc1 is listed as 2 | -77 | 1 | 2 | 1.4 | 2 | -16 | -3 | 13 | 1
COc1ccc(NC(=O)CCCc2ccccc2)c(OC)c1 is listed as 30 | -40 | -1 | -1 | 0.8 | 1 | -40 | -2 | 0 | 5

(listing goes on)
SMILES	AI-2 QS modul	aSyn 5UTR inh	SKKanGAS inh	IEC-6 cytotox	HIF activator	HSP90 refold inh	KLF5 inhibitor	Platelet DG rel	HSF1 activator	HSF1 inh
COc1ccc(CC(=O)N/N=C(\C)c2cccc(NC(=O)C3CC3)c2)cc1	21	25	-5	-1	-2.7	6	-42	-2	-3	-2
OCCNCc1cccc(OCc2ccccc2Cl)c1	8	-20	-15	0	-0.2	-2	-29	4	8	9
CCC(=O)c1ccc(OCC(=O)OCC(=O)NC2CCCC2)cc1	35	-5	13	.	1.4	.	.	-2	-4	-3
COC(=O)C1(CO)NC(c2ccc(C)cc2)C2C(=O)N(c3ccccc3)C(=O)C21 (stereo unspecified)	0	4	4	-2	-0.5	2	-35	-3	2	-8
CC(C)CSC1=NSC2=NC(=O)/C(=C\c3ccccc3)C(=N)N12	39	-56	36	0	1.7	0	-39	9	31	23
CCn1c2ccc(C)cc2c2nc3cc(C(=O)O)ccc3nc21	46	39	35	-6	1.8	5	-20	-5	6	-3
CCOC(=O)c1ccc(OCCOc2ccccc2C)cc1	1	-5	9	2	0.8	2	-11	-6	-4	14
O=C(NCc1ccco1)c1cc2nc(-c3cccs3)cc(C(F)(F)F)n2n1	4	19	4	-1	0.2	6	-32	-4	-20	5
Cc1ccc(N(CN2CCCC2=O)C(=O)c2ccc(C)c(C)c2)cc1	12	-2	5	2	1.9	-2	-1	7	21	7
CC(C)(C)c1ccc(Oc2cccc(C3CC(=O)C(C4NCCc5ccccc54)C(=O)C3n3cncn3)c2)cc1 (stereo unspecified)	-4	-30	96*	-3	-49	-2	-29	-15	25	9
CCOC(=O)C1CCCN(CCC(=O)Nc2cccc(C)c2)C1 (stereo unspecified)	10	-21	2	-5	0.0	-2	-7	-6	-10	-1
Cc1ccc2nc(NCc3ccccc3)c(C=O)c(=O)n2c1	-5	-24	-6	1	2.7	1	-22	-5	90*	57
O=C(N/N=C/c1ccc(OCC(=O)N2CCCC2)cc1)C(=O)NC1CC1	36	15	0	-10	0.0	-5	-14	0	0	-1
CC12COC3(C(=O)Nc4nccs4)CC1CCC32C (stereo unspecified)	-6	0	-3	-3	0.0	-1	-14	-1	-12	-3
S=C1NC(c2cccs2)=CC(c2ccc(Br)cc2)N1 (stereo unspecified)	?	-37	2	3	0.4	0	-2	0	7	3
